SIRT5 block: sirtuin-5 (human) deacylase inhibition | AID 652115 | Purified SirT5, succinyl-peptide AMC, trypsin-coupled fluorescence | Q9NXA8 | 1.1% of 330,000 active | inhibition, % at 15 µM; in the data active = inhibition above about 15%
Target sequence (Q9NXA8 whole entry, looked up): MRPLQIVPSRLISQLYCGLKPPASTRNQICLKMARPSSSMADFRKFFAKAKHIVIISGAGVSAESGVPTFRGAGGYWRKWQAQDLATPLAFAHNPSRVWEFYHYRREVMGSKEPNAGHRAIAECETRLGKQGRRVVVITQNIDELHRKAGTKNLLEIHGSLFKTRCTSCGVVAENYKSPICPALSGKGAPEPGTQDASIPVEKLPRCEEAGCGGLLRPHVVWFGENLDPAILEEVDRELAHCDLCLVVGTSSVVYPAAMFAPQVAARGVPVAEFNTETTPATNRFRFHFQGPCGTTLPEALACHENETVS
F508del corr: CFTR F508del correction in bronchial cells; CFBE cells, YFP halide quenching; stimulated with forskolin plus potentiator P3; % fluorescence drop versus neutral controls; activity (quench increase), % at 7.58 µM; 0.36% of 350,000 active; AID 720511;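 active = mean added fluorescence quench of at least 8% versus neutral control, with both replicates also reaching 8%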;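 note: cells transiently co-express mutant CFTR-F508del with the halide-sensitive YFP; corrector assay measuring rescue of mutant channel to the surface after 24 h compound exposure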
DENV2 CPE: inhibitors of DENV2 cytopathic effect; 1.7% of 350,000 active; AID 651640; CPE inhibition, % at 9.99 µM; DENV2-infected cells, cytopathic effect rescue, plate reader; in the data active = CPE inhibition above about 20%, passing the limit was not always enough; tested in BHK-21 cells;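 note: 0% = median of neutral control wells and 100% = median of positive control wells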
ERAP1 inh: inhibitors of human ERAP1 aminopeptidase | 0.15% of 340,000 active | inhibition, % at 10.7 µM | recombinant ERAP1, Leu-AMC fluorescence, 60 min | Q9NZ08;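 active = mean replicate inhibition of at least 30%, or all replicates individually reaching that 30% level; inactive = mean below 30% and not every replicate reaching it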;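 note: 0% = neutral control wells and 100% = L-leucinethiol positive control wells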
miR122 inh: blocks miR-122 activity in Huh7 sensor cells | Huh7 miR-122 Renilla luciferase sensor, 48 h; neutral wells = 0, positive control = 100 | activation (reporter increase), % at 12.5 µM | 0.3% of 340,000 active | AID 602342;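 active = mean replicate activation score at least 90 and every replicate individually at or above 90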;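 note: higher luciferase means less miR-122 activity so hits act as miR-122 inhibitors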
ERp5 block: inhibitors of human ERp5; Q15084; ERp5 insulin aggregation, absorbance 650 nm, 90 min; 0.05% of 350,000 active; inhibition, % at 9.99 µM;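 active = mean replicate inhibition above about 25%, with every replicate also reaching it, limit read from the data, passing the limit was not always enough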
Target sequence (Q15084 whole entry, looked up): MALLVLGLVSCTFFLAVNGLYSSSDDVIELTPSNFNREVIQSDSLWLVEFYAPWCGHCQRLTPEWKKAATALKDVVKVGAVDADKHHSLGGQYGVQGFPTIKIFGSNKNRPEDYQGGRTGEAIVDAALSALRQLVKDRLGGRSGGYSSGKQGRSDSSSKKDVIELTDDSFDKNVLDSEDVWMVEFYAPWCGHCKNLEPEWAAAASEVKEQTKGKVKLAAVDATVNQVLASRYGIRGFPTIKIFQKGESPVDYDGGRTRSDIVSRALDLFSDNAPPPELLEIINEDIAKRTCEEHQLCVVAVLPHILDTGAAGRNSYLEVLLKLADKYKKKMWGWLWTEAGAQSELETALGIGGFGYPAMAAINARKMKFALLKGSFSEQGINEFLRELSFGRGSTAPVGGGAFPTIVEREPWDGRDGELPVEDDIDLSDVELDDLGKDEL
Casp6 inh: caspase-6 (human) enzyme inhibition | P55212 | 0.53% of 350,000 active | purified caspase-6, Z-VEID-R110 cleavage fluorescence | inhibition, % at 12.5 µM | AID 686996;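 active = mean inhibition across replicates at least about 35%, with every replicate also reaching that limit, limit read from the data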;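 note: 0% = median of neutral control wells and 100% = no fluorescence left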
Target sequence (P55212 24-179 limits assumed): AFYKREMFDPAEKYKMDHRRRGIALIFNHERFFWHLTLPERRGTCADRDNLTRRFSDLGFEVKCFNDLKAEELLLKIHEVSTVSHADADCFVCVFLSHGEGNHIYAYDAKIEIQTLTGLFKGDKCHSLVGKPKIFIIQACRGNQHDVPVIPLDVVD
Target sequence (P55212 194-293 limits assumed): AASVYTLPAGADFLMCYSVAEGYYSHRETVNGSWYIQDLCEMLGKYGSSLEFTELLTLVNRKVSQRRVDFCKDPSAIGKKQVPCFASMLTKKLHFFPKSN
Active calls of the source: *; / = no result given; [ ] = remark or other dose. Not a hit list; any-hit rate near 4%.

SMILES	SIRT5 block	F508del corr	DENV2 CPE	ERAP1 inh	miR122 inh	ERp5 block	Casp6 inh
COc1ccc(S(N)(=O)=O)cc1C(=O)OCC(=O)N1CCCC(C)C1 (stereo not drawn)	-3.4	2.9	-7.6	0.2	/	9.8	-5.7
Cc1noc(C)c1NC(=O)N(C)C[C@H]1Oc2ccc(NC(=O)Nc3cccc4ccccc34)cc2CC(=O)N([C@H](C)CO)C[C@H]1C	2.0	2.5	1.1	-0.2	25.9[16.7 µM]	-0.6	-1.1
O[C@@H]1CN(Cc2ccc(-n3cccn3)cc2)CC[C@H]1N1CCN(c2ccccc2F)CC1	-4.5	-2.0	-0.2	1.5	-11.8	0.1	-3.2
CS(=O)(=O)N1[C@@H]2c3ccc(C4=CCCC4)c(=O)n3C[C@H]1[C@H](CO)[C@H]2C(=O)N1CCCCC1	-11.1	-0.8	4.0	-0.9	-0.2[16.7 µM]	-1.0	-2.2
COc1ccc(C)cc1NC(=O)c1cc(S(=O)(=O)N2CCCC2)cn1C	-5.1	-3.5	7.4	2.8	-2.1	-1.5	1.6
CCOc1cccc(-c2c(C(=O)N/N=C/c3ccc(C)o3)nnn2-c2nonc2N)c1	8.3	1.4	19.3	-1.9	1.6	26.7*	5.3
N/C(=N\c1nc2ccccc2o1)NC(=O)c1ccc([N+](=O)[O-])cc1	-3.6	1.1	0.9	0.5	-2.4	-1.0	0.3
CC1CCCN(C(=O)c2ccc3c(=O)n4nc(Nc5ccccc5)sc4nc3c2)C1 (stereo not drawn)	/	-3.5	-4.7	0.8	20.6	0.0	-1.0
COc1cc2c(cc1OC)C(O)C(O)(CO)C(C(=O)O)C2c1cc(OC)c(OC)c(OC)c1 (stereo not drawn)	/	1.2	-4.1	-1.3	-2.1	0.5	1.1
COc1ccc(S(=O)(=O)N(C)C[C@H]2OCCCC[C@H](C)Oc3ccc(NS(=O)(=O)c4cn(C)cn4)cc3C(=O)N([C@H](C)CO)C[C@@H]2C)cc1	2.4	-1.5	0.7	-3.3	0.3[16.7 µM]	0.5	1.7
Cc1cc(=O)[nH]c(NN=C2CCC(C(C)(C)C)CC2)n1 (stereo not drawn)	-1.6	-0.3	4.3	-5.4	/	3.7	-2.8
COc1c(C(=O)Nc2nnc(C3CC3)s2)csc1Cl	-3.5	0.5	3.5	2.8	14.9	-0.5	-2.8
CCN1CCN(c2ccc(S(=O)(=O)N3CCCCC3)cc2NC(=O)Cc2ccccc2)CC1	-0.3	-0.1	-2.5	6.6	-5.2	4.3	-2.1
CCCN(C(=O)c1cccs1)c1c(N)n(Cc2ccccc2)c(=O)[nH]c1=O	-7.6	1.2	-1.3	-0.5	-5.7	1.1	-1.3
COc1cccc(C(=O)Oc2c(Br)cc(Br)cc2/C=N/NC(=O)c2cc(C)[nH]n2)c1	-2.8	5.3	1.6	1.5	/	5.1	-1.8
O=C(O)CN1C(=O)SC(Nc2ccccc2)C1=O (stereo not drawn)	-6.0	/	2.1	0.3	4.0	3.1	2.8
CCn1nc(C)c([N+](=O)[O-])c1C(=O)NNC(=O)c1ccc(Cl)cc1	-2.3	0.4	-3.2	-1.0	/	-0.1	0.3
O=C(CCc1ccccc1)OCCOC(=O)CCc1ccccc1	-2.9	-2.2	-2.0	-3.7	2.9	4.5	-1.2
O=C(c1cccnc1)N1CC2(C1)[C@@H](c1ccccc1)[C@@H](CO)N2C(=O)CC1CC1	-1.5	1.9	30.1*	-0.2	/	-5.3	1.3
O=c1[nH]nc(N2CCOCC2)c(=O)[nH]1	1.0	0.4	8.9	-11.9	/	5.2	-1.5
CC(=O)Nc1ccc(N(CC(=O)NCC2CCCO2)C(=O)CCC(=O)Nc2cc(C)on2)cc1 (stereo not drawn)	-3.3	3.0	-1.6	-2.5	1.0	-0.4	2.1
O=C(CNC(=O)C(c1ccccc1)c1ccccc1)N/N=C/c1ccc(O)c([N+](=O)[O-])c1	-2.7	-1.4	-7.7	-4.1	10.6	0.3	1.6
Cc1noc(C)c1NC(=O)Nc1ccc2c(c1)CC(=O)N([C@@H](C)CO)C[C@H](C)[C@H](CN(C)Cc1ccc(C(F)(F)F)cc1)O2	12.6	0.7	0.6	1.9	4.0[16.7 µM]	-1.2	3.3
CCC(=O)N1[C@@H]2c3ccc(/C=C/c4ccccc4)c(=O)n3C[C@H]1[C@H](CO)[C@H]2C(=O)N(C)C	-136.9	0.5	-0.2	37.6*	-1.3[16.7 µM]	3.1	4.4
COC(=O)C1CN(C(=O)C(C)Oc2ccc(F)cc2)c2ccccc2O1 (stereo not drawn)	-1.2	0.5	-9.4	-1.5	-2.8	1.8	0.1
O=C(Nc1cc(F)ccc1F)N1CC(=O)N2[C@@H](CO)[C@H](c3ccc(-c4cccc(F)c4)cc3)[C@@H]2C1	0.4	4.8	-5.0	/	/	6.4	/
CCCCNC(=O)N1c2ccccc2CC1C (stereo not drawn)	-0.6	1.5	-10.7	2.0	11.4	2.1	3.3
COc1ccc(NC(=O)CSCC(=O)N(C)Cc2ccc3c(c2)OCCO3)cc1	-1.8	-2.6	-4.5	0.2	-1.5	2.6	0.5
O=C(C[C@H]1C[C@H]2c3cc(NC(=O)c4ccc5c(c4)OCO5)ccc3O[C@H]2[C@@H](CO)O1)NCc1cccnc1	-0.5	-0.9	-3.9	-1.6	4.5[16.7 µM]	0.2	-0.2
COc1cccc2cc(C(=O)C3=C(O)C(=O)N(c4cc(C)on4)C3c3cccs3)oc12 (stereo not drawn)	4.9	-0.3	8.3	5.4	/	-13.3	11.6
Cc1cccc(S(=O)(=O)N2C[C@@H]3[C@H](c4ccccc42)[C@H](CO)N3CC2CCCC2)c1	1.0	-1.8	-15.3	0.4	-3.8[16.7 µM]	4.4	1.7
COc1ccccc1N1CCN(S(=O)(=O)c2ccc3c(c2)CC(C)N3C(C)=O)CC1 (stereo not drawn)	1.6	-0.3	-5.8	-0.7	/	3.3	0.2
CO[C@H]1CN(C)C(=O)c2ccc(NC(C)=O)cc2OC[C@@H](C)N(CCc2ccccc2)C[C@@H]1C	11.0	0.4	-0.8	2.1	-0.2[16.7 µM]	-2.3	/
CNC(=O)Cc1nc2ccccc2n1CC(=O)Nc1cc(C)cc(C)c1	/	-0.6	4.4	/	-0.2	-5.8	-0.9
CN(C)c1ccc(C(=S)N2CCN(Cc3ccccc3)CC2)cc1	4.7	1.2	6.4	/	5.6	4.8	/
N#Cc1ccc(OCC(=O)N/N=C2/CC(c3ccccc3)Oc3ccccc32)cc1 (stereo not drawn)	-2.5	/	2.4	1.9	/	10.1	0.5
O=C(NCc1ccccc1)c1ccc(Br)o1	/	-5.5	-5.3	3.6	/	-0.4	1.6
Cc1ccc(C(=O)N2c3ccccc3CC2C)o1 (stereo not drawn)	1.5	-1.0	8.9	-3.4	-5.7	-0.1	-2.8
COc1cccc(CNc2nc(C(F)(F)F)nc3ccccc23)c1	1.8	0.0	4.8	-3.5	-4.3	-1.8	6.8
O=C(C[C@@H]1C[C@H]2c3cc(NC(=O)CC4CC4)ccc3O[C@H]2[C@H](CO)O1)NCc1ccncc1	2.6	-5.1	-7.8	-3.4	1.4[16.7 µM]	7.5	-4.0
CCOC(=O)C1CCN(CCCSc2ccc(C)cc2)CC1	-3.3	-2.0	-2.7	-1.0	2.7	2.9	1.3
Cn1ccc2c(N3CCC3)cc3c(c21)C1CCC3O1 (stereo not drawn)	-1.0	-2.3	7.0	3.0	4.4	1.8	-0.1
CC(C)c1ccc(-n2cccc2/C=C2/C(=N)N3C=CSC3=NC2=O)cc1	-4.5	0.2	-0.2	-2.1	-10.7	-3.5	-5.5
CCCCn1c(N)c(N(CCOC)C(=O)c2ccc(S(=O)(=O)N3CCC(C)CC3)cc2)c(=O)[nH]c1=O	-4.5	0.3	2.9	-7.0	2.5	-1.8	-0.1
Cc1c(C(=O)O)cccc1-n1c(C)cc(/C=N/Nc2ccc([N+](=O)[O-])cn2)c1C	15.6*	-2.5	1.5	14.5	/	-2.7	32.9

Reformatted: 2 of the compounds above.
> N#Cc1ccc(OCC(=O)N/N=C2/CC(c3ccccc3)Oc3ccccc32)cc1 (stereo not drawn)
  SIRT5 block = -2.5	F508del corr = /	DENV2 CPE = 2.4	ERAP1 inh = 1.9	miR122 inh = /	ERp5 block = 10.1	Casp6 inh = 0.5
> O=C(NCc1ccccc1)c1ccc(Br)o1
  SIRT5 block = /	F508del corr = -5.5	DENV2 CPE = -5.3	ERAP1 inh = 3.6	miR122 inh = /	ERp5 block = -0.4	Casp6 inh = 1.6

Remaining list, next part
SMILES	SIRT5 block	F508del corr	DENV2 CPE	ERAP1 inh	miR122 inh	ERp5 block	Casp6 inh
COC(=O)[C@@H]1[C@@H](CO)[C@@H]2Cn3c(ccc(-c4ccccc4)c3=O)[C@@H]2N1Cc1ccccn1	-2.3	/	11.7	0.6	/	2.4	0.0
N#C[C@H]1[C@@H](c2ccccc2)[C@H](CO)N1C(=O)Cc1ccccn1	-2.8	-0.4	6.8	-1.8	/	-8.5	0.3
Cc1ccc(C)c(N2CCN(C(=S)NC3CCCCC3)CC2)c1	-1.3	/	-2.2	9.1	-15.8	2.7	-2.2
CC(=O)c1cccc(NC(=O)c2onc(C)c2Cl)c1	-1.2	-0.9	15.0	7.8	-1.1	0.5	0.5
Cc1cc(C)n(-c2nc3ccccc3c3nc(C)nn23)n1	-2.3	-2.8	9.0	5.3	0.9	9.6	-1.0
CCCCCC(=O)Nc1cc(S(=O)(=O)N2CCOCC2)ccc1N1CCCCC1	-4.2	2.2	15.2	-0.6	/	1.7	1.7
COC(=O)/C(C#N)=C(/Nc1ccc(F)c(Cl)c1)C(F)(F)F	-2.4	-0.9	-2.3	1.7	-0.8	-0.4	-1.0
COc1ccc(Nc2nc(C)c(C(C)=O)s2)cc1	2.0	-0.7	2.8	/	-2.1	5.1	-3.6
CCN(Cc1nc2cc(Cl)ccc2c(=O)[nH]1)C(=O)c1cccc(OCc2c(C)noc2C)c1	-1.0	-0.6	0.7	-0.9	2.7	1.0	5.9
O=C(N/N=C/C=C\c1cccc([N+](=O)[O-])c1)c1ccccn1	1.0	-1.6	1.0	-2.4	/	2.2	4.5
COc1ccc(C(=O)N2CCC2(C)C(=O)O)cc1F (stereo not drawn)	-1.1	-0.5	78.9*	-1.8	-5.3	-1.2	0.4
CCN(CC)Cc1c(O)ccc2c1O/C(=C\C=C\c1ccccc1)C2=O	1.5	-5.2	10.6	7.2	277.8*	-1.4	-10.8
CC(C(=O)Nc1ccc(O)cc1)c1cccc(C(=O)c2ccccc2)c1 (stereo not drawn)	1.6	-0.9	-2.0	-3.5	-2.2	-6.0	2.4
CN1CCN(C(=O)C[C@@H]2C=C[C@@H](NC(=O)Cc3ccccn3)[C@@H](CO)O2)CC1	1.1	-2.5	-2.0	4.3	-2.1[16.7 µM]	1.0	0.7

Exported with two lines to a compound: eleven of the compounds above.
The line under a structure holds: SIRT5 block	F508del corr	DENV2 CPE	ERAP1 inh	miR122 inh	ERp5 block	Casp6 inh
N#C[C@H]1[C@@H](c2ccccc2)[C@H](CO)N1C(=O)Cc1ccccn1
→ -2.8	-0.4	6.8	-1.8	/	-8.5	0.3
Cc1ccc(C)c(N2CCN(C(=S)NC3CCCCC3)CC2)c1
→ -1.3	/	-2.2	9.1	-15.8	2.7	-2.2
CC(=O)c1cccc(NC(=O)c2onc(C)c2Cl)c1
→ -1.2	-0.9	15.0	7.8	-1.1	0.5	0.5
Cc1cc(C)n(-c2nc3ccccc3c3nc(C)nn23)n1
→ -2.3	-2.8	9.0	5.3	0.9	9.6	-1.0
CCCCCC(=O)Nc1cc(S(=O)(=O)N2CCOCC2)ccc1N1CCCCC1
→ -4.2	2.2	15.2	-0.6	/	1.7	1.7
COC(=O)/C(C#N)=C(/Nc1ccc(F)c(Cl)c1)C(F)(F)F
→ -2.4	-0.9	-2.3	1.7	-0.8	-0.4	-1.0
COc1ccc(Nc2nc(C)c(C(C)=O)s2)cc1
→ 2.0	-0.7	2.8	/	-2.1	5.1	-3.6
CCN(Cc1nc2cc(Cl)ccc2c(=O)[nH]1)C(=O)c1cccc(OCc2c(C)noc2C)c1
→ -1.0	-0.6	0.7	-0.9	2.7	1.0	5.9
O=C(N/N=C/C=C\c1cccc([N+](=O)[O-])c1)c1ccccn1
→ 1.0	-1.6	1.0	-2.4	/	2.2	4.5
COc1ccc(C(=O)N2CCC2(C)C(=O)O)cc1F (stereo not drawn)
→ -1.1	-0.5	78.9*	-1.8	-5.3	-1.2	0.4
CCN(CC)Cc1c(O)ccc2c1O/C(=C\C=C\c1ccccc1)C2=O
→ 1.5	-5.2	10.6	7.2	277.8*	-1.4	-10.8

Screening data (PubChem)
